Source: PubChem (several laboratories)
m5-HT2A agonist = mouse Htr2a agonists via beta-arrestin recruitment, primary screen, cell-based, luminescence; activation, % at 7.6 µM; 5-hydroxytryptamine receptor 2A (Mus musculus), P35363; 360,000 compounds, 0.66% hits; CHO-K1 mHTR2A beta-arrestin complementation; percent of 30 µM serotonin response; AID 624169, 2012;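 active means activation above a run cutoff, the mean activation of all tested compounds plus 3 SD, cut at about 14% in these data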;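 further: 0% = plate median of compound wells and 100% = 30 µM serotonin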
Vif inh = HIV Vif self-association inhibitors, primary screen, imaging, HEK293T, single point; HEK293T cells, Vif self-association by quenched fluorescence, 24 h; 340,000 compounds, 0.35% hits; inhibition, % at 7.49 µM; in the data active means inhibition above about 50%, passing the limit was not always enough; further: some results filed as inactive read as strong as hits
N-glyco inh = increase of ERlucT glycosylation luciferase signal, primary screen, N-linked glycosylation inhibitor project, D54 ERlucT cells, luminescence, set 2; reporter increase, % at 12.5 µM; 360,000 compounds, 0.23% hits; D54 ERlucT glycosylation luciferase reporter, 24 h; percent of 100 nM tunicamycin response;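 active means mean luciferase reporter signal, scaled so untreated is 0 and the glycosylation-blocking control 100, at or above a set limit in every replicate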;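 further: luciferase carries N-glycosylation sites so blocking glycosylation raises the light; 0% = median of neutral control wells and 100% = median of 100 nM tunicamycin wells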
MC4R ag barr = MC4R agonists recruiting beta-arrestin, primary screen, cell-based, luminescence, agonist arm of biased-ligand search; Melanocortin receptor 4 (Homo sapiens), P32245; U2OS MC4R beta-arrestin complementation; percent of melanotan II response, DMSO zero; activation, % at 8.9 µM; 360,000 compounds, 0.98% hits; AID 540308, 2011;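 active means activation above a per-plate cutoff, the mean activation of sample wells on that plate plus 3 SD, cut at about 8% in these data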
Cardio protect = cardioprotection against H2O2-induced cell death, primary screen, uHTS, H9c2 cells, ATPLite luminescence; 360,000 compounds, 0.63% hits; H9c2 cardiomyocytes, H2O2 injury protection, 2 h; protection from H2O2 cell death, % at 20 µM;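 active means compounds giving at least 50% protection of heart cells from peroxide-induced death in the single-dose screen, raw or plate-pattern-corrected value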;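 further: 0% = DMSO wells with peroxide and 100% = DMSO wells without peroxide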
aDG glyco up = activators of alpha-DG glycosylation, primary screen, uHTS, Pro5-aDG cells, AlphaScreen. alpha-DG glycosylation AlphaScreen (IIH6); 0% Pro5, 100% B10-LARGE cell signal. activation, % at 10 µM. 360,000 compounds, 0.22% hits. AID 624168, 2012;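 active means activation of at least 8% versus controls, or a plate z-score of at least 8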;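 further: Pro5 are CHO cells carrying HIG-tagged alpha-DG that lacks glycosylation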
MC4R antag cAMP = MC4R antagonists of cAMP signaling, primary screen, cell-based, TR-FRET, antagonist arm of biased-ligand search; Melanocortin receptor 4 (Homo sapiens), P32245; MC4R-expressing cells, MTII-stimulated cAMP, LANCE TR-FRET; inhibition, % at 6.5 µM; 360,000 compounds, 0.48% hits;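 active means inhibition above its plate's cutoff, the mean of tested wells on that plate plus 3 SD, cut at about 29% in these data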;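 further: 0% = Melanotan II alone and 100% = Melanotan II plus saturating MCL0020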
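Test system: U2OS cells stably expressing human melanocortin 4 receptor (MC4R); also added: Melanotan II challenge; compound: 6.5 µM single dose; timing: 30-min compound preincubation, 1-h Melanotan II challenge, 1-h detection, room temperature; signal: Eu-cAMP/anti-cAMP TR-FRET, emission 671 nm; repeats: one well per compound, no replicates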
PDI turbidity = inhibitors of human PDI, primary screen, biochemical, turbidity, single point, plate reader; inhibition, % at 10 µM; PDI insulin aggregation turbidity, A650, 90 min; 350,000 compounds, 0.052% hits; AID 588391, 2011; Protein disulfide-isomerase (Homo sapiens), P07237;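 active means mean inhibition across replicates of 30% or more, whatever share of single replicates reach that level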;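 further: absorbance from insulin aggregation driven by PDI reduction with DTT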
ABCB6 inh 2 = ABCB6 transporter inhibitors, primary screen, K562-ABCB6 cells, flow cytometry, MLPCN library; ATP-binding cassette sub-family B member 6 (Homo sapiens), Q9NP58; AID 602162, 2011; fluorescence ratio to DMSO, % at 10 µM; K562-ABCB6 porphyrin accumulation, 1 h; stronger effect = lower value; 360,000 compounds, 0.19% hits;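 active means fluorescence ratio to DMSO below 75%, the collection mean minus 3 SD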;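 further: signal is porphyrin accumulated inside mitochondria; 100% equals median channel fluorescence of DMSO control wells; lower ratio means ABCB6 inhibition with less porphyrin fluorescence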
Target sequence (Q9NP58 whole entry, looked up): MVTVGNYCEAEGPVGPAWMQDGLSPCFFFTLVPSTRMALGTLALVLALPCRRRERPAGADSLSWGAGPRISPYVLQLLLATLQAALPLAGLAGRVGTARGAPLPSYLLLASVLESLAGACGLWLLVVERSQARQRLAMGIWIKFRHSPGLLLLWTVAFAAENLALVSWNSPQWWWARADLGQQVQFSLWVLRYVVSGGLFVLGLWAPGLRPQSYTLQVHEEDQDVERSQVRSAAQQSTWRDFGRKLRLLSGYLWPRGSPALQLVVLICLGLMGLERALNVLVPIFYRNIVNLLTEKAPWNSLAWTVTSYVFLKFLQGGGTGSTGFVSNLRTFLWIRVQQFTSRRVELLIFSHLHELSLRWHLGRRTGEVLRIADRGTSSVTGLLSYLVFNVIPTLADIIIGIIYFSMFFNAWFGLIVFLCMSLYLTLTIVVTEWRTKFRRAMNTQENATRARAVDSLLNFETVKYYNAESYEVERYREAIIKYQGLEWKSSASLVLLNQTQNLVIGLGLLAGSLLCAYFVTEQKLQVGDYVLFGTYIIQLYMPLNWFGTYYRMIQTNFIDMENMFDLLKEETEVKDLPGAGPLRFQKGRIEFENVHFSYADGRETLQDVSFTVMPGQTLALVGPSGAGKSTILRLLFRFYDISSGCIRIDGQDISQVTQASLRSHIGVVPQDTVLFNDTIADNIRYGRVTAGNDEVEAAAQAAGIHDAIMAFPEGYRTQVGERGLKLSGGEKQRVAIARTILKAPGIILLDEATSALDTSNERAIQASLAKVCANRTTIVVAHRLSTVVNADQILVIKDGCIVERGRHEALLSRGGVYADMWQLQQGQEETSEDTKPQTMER
CaV13 FRET inh = Disruptors of the CACNA1D IQ motif to Ca2+-dependent inactivation inhibitor domain association, primary screening, Förster resonance energy transfer in intact living …; HEK cells, CFP/YFP FRET ICDI-IQ, plate reader, 10 min; percent FRET-ratio fall versus neutral wells; 340,000 compounds, 0.098% hits; inhibition, % at 12.3 µM;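 active means mean replicate inhibition of at least 30% and at least 1% of replicates passing that level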;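 further: 0% = median of the neutral control wells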
Numbers without * were called inactive; . = no result given.

Molecule	m5-HT2A agonist	Vif inh	N-glyco inh	MC4R ag barr	Cardio protect	aDG glyco up	MC4R antag cAMP	PDI turbidity	ABCB6 inh 2	CaV13 FRET inh
CCn1c(=O)cc(OCC(=O)NCCCN2CCCC2=O)c2ccccc21	4	-8	12	1.2	-1	-0.3	-10	0	101	-6
Fc1ccccc1N1CCN(c2cnc3ccccc3n2)CC1	-6	.	-12	1.5	-31	0.0	-4	-10	95	.
CCOC(=O)C1(C)CCN1C(=O)COc1ccccc1 (centres undefined)	3	4	2	-2.0	2	0.0	-1	-4	86	-5
O=C(CCS(=O)(=O)c1cccc2nonc12)NC1CCCCCC1	6	.	.	-1.2	3	0.1	2	0	107	-5
COc1ccc2nc(NC(=O)C3CCN(C(=O)c4ccc(F)cc4)CC3)sc2c1	6	.	.	-0.6	-5	0.6	0	-7	97	-6
Cc1ccc(Cl)cc1N1CCN(C(=O)CNC(=O)c2ccc(Br)o2)CC1	7	-12	-1	-0.4	-6	0.9	18	0	91	-2
Cc1c(C(=O)N2CCCC2)oc2c1-c1nn(CC(=O)NCCCN3CCCCC3)cc1CC2	0	-4	-3	1.1	-3	-0.3	-3	6	103	-3
COc1ccc(CC(=O)NC2CC(C)(C)NC(C)(C)C2)cc1	-2	-1	3	-1.2	4	0.0	3	-5	93	-5
Cc1ccc(S(=O)(=O)c2nc(-c3ccc(F)cc3)oc2N2CCOCC2)cc1	4	12	1	-3.2	1	-0.2	7	-2	98	-2
Cc1ccc(Cl)cc1N1C(=O)CC(C)(C)CC1=O	-8	13	0	-0.5	-2	-0.2	-2	-4	97	-4
CCOc1ccccc1OCC(=O)NCCc1ccc(S(N)(=O)=O)cc1	-2	11	-1	-1.7	-1	-0.2	13	1	96	-5
OCC(O)C1OC(c2ccco2)OC(CO)C1O (centres undefined)	-1	-3	2	-1.1	3	0.0	1	-11	94	-6
COc1ccc(S(=O)(=O)Nc2cc(Cl)ccc2OC)cc1	-7	23	9	-2.1	-8	-0.2	-13	2	103	-4
CCCCCC1NC(=O)NC1CCCCCC(=O)O (centres undefined)	-2	3	3	1.5	7	-0.2	13	5	101	-6
C[C@H](CO)N1C[C@H](C)[C@@H](CN(C)S(=O)(=O)c2ccc(F)cc2)Oc2ccc(NS(=O)(=O)c3ccc(F)cc3)cc2C1=O	11	5	1	-2.5	7	-0.2	1	2	93	-5
O=C(COc1ccc(N2C(=O)c3ccccc3C2=O)cc1)c1ccccc1	1	0	1	-2.9	8	-0.2	2	21	107	-6
CCCNC(=S)NCc1ccc(Cl)cc1	-6	-1	2	3.3	0	0.1	12	3	101	-5
CCN(C(=O)COC(=O)c1oc2ccccc2c1C)c1c(N)n(Cc2ccccc2)c(=O)[nH]c1=O	-6	6	0	-2.6	3	0.0	10	-6	100	-2
O=C(Nc1ccc(Cl)cc1)Nn1cnc2ccccc2c1=O	-4	-2	-1	0.2	-5	-0.1	-4	5	100	-4
CC(C)(C)c1ccc(C(=O)Nc2c3c(nn2C(C)(C)C)CS(=O)(=O)C3)cc1	4	-6	-3	-0.7	1	0.3	4	-9	99	-3
Cc1ccc(C(c2sc3nc(C)nn3c2O)N2CCN(C(=O)c3ccco3)CC2)cc1 (centres undefined)	0	10	0	0.4	0	0.0	18	2	102	-8
CC(C)CN1CN(Cc2ccco2)CNC1=S	-1	10	0	1.0	8	-0.3	-2	-6	93	-3
CC(=O)Nc1ccc(S(=O)(=O)Nc2cc(Cl)ccc2N2CCOCC2)cc1	3	-2	0	0.3	-8	0.0	8	10	97	-2
O=C(N/N=C/c1c(F)c(F)c(F)c(F)c1F)c1cccc(S(=O)(=O)N2CCOCC2)c1	-1	13	1	-1.9	2	0.4	4	-5	108	-4
Cc1cc(N/N=C/c2ccccc2)nc(N2CCOCC2)n1	-4	-1	0	-1.8	2	-0.1	4	14	97	-19
CN(CCOc1ccccc1)Cc1ccccc1	20*	4	0	.	3	0.0	.	.	98	.
O=C(Nc1cccc2c1C(=O)NC2=O)c1cccnc1Cl	0	-3	3	-2.5	4	-0.1	-4	11	99	-4
CCOc1ccc(CCNC(=O)COC(=O)/C=C/c2ccc(C)o2)cc1OCC	2	2	-1	-2.2	-3	0.1	10	0	95	-6
O=C(CCc1ccccc1)Nc1ccccc1C(=O)N1CCOCC1	9	-4	0	0.5	2	0.0	2	1	98	-8
CSCCC1NC(=O)N(CC(=O)Nc2ccc(-c3ccccc3)cc2)C1=O (centres undefined)	-3	-9	0	-0.8	1	0.0	-4	6	97	-7
O=C(CN(C1CCCCC1)S(=O)(=O)c1ccccc1)N1CCCC1	1	-35	0	-1.1	-1	-0.1	2	-5	99	.
CC(=O)c1sc(NS(=O)(=O)c2ccc(C)cc2)nc1-c1ccccc1	2	2	1	-0.7	0	0.1	4	-8	99	-7
COC(=O)c1sccc1NC(=O)CNC(=O)c1ccccc1	0	1	1	-0.2	5	0.2	1	-1	96	.
Cc1cc(C)cc(OCCNS(=O)(=O)c2cccs2)c1	-6	0	2	-1.7	2	0.3	-7	-5	98	-3
COc1cccc(C(C)(O)c2nc(-c3ccc(S(C)(=O)=O)cc3)cs2)c1 (centres undefined)	4	-11	-4	-0.6	-6	0.0	10	-3	97	-5
COCc1nnc(NC(=O)C23CC4CC(CC(C4)C2)C3)s1	3	5	4	0.3	2	-0.1	4	9	103	-5
O=C(NC1CCCCC1)N1CCN(c2ccc(Cl)cc2)CC1	-2	.	.	-3.2	-7	0.4	7	-3	95	.
CC(=O)c1c(C)[nH]c(C(=O)CSc2nnc(-c3ccccc3)n2Cc2ccc3c(c2)OCO3)c1C	-2	-4	-1	-0.9	32	1.1	0	-1	96	.
COc1ccccc1CNCC(=O)Nc1cc(S(=O)(=O)N2CCOCC2)ccc1Cl	0	-4	-1	-2.2	0	0.1	5	-8	96	-16
CN1OC[C@@H]2CN(Cc3ccc4c(c3)OCO4)[C@H](c3ccc(N4CCCCC4)cc3)C[C@@H]21	0	-3	-2	.	-8	-0.5	.	.	97	-11
COc1ccc(-c2nc(-c3cccc(C)c3)[nH]c(=O)c2C#N)cc1	-2	0	1	-3.6	-5	0.0	-3	9	97	-4
O=C(CCOc1ccccc1)Nc1nnc(-c2ccc3c(c2)OCCO3)o1	2	-2	3	-1.9	4	0.0	7	-12	99	-2
OC[C@@H]1CN(Cc2ccc(F)cc2)C[C@H](n2cnc3c(NC4CC4)ncnc32)O1	0	21	0	1.6	3	-0.3	7	12	106	-2
O=C(O)CC12CC3CC(C1)CC(n1ncc(NCC4CCCO4)c(Cl)c1=O)(C3)C2 (centres undefined)	2	-5	1	-3.6	2	0.0	7	-3	96	5
CCOc1ccc(-n2c(=O)cc(N3CCN(c4ccc(F)cc4)CC3)[nH]c2=O)cc1	-2	.	2	2.4	4	-0.3	18	-7	92	-4
CC(=O)Oc1ccc(C2(C)CC(C)(C)NC(=S)N2C)c(OC(C)=O)c1 (centres undefined)	1	-5	1	1.5	-3	-0.2	25	-5	106	-4
CCOC(=O)c1c(-c2ccc(OC)cc2)csc1/N=C/C1=C(O)CCCC1=O	4	17	6	-0.8	0	0.1	9	-9	103	-5
CC(C)CC(=O)NS(=O)(=O)c1ccc(NS(C)(=O)=O)cc1	2	4	2	-2.2	12	0.2	-3	8	104	-4
Cc1noc(C)c1-c1ccc(C(=O)NCc2cccnc2)c2occc12	-2	-2	21	1.1	-4	0.1	7	-8	98	-5
CCN(CC)CCCN=C1N[C@@H](c2ccccc2)C(C(=O)OC)=C(C)N1CC	2	8	2	-0.9	7	-0.1	4	-15	92	-5

The list goes on:
Molecule	m5-HT2A agonist	Vif inh	N-glyco inh	MC4R ag barr	Cardio protect	aDG glyco up	MC4R antag cAMP	PDI turbidity	ABCB6 inh 2	CaV13 FRET inh
O=Cc1c(-[n+]2ccccc2)nc([O-])n1-c1ccccc1	-1	3	-2	-1.9	-4	-0.1	3	14	93	-1
CC(=O)N1CCc2c(sc(NC(=O)Cc3ccc(F)cc3)c2C(N)=O)C1	6	1	3	3.2	2	-0.1	5	-5	95	-7
Cc1ccc(NC(=O)C2CCCN(S(=O)(=O)c3c(C)noc3/C=C/N(C)C)C2)c(C)c1 (centres undefined)	-1	-3	1	-1.2	2	-0.3	7	-7	99	-8
CC(C)(C)OC(=O)N1CCC(C(=O)N[C@@H](Cc2c[nH]c3ccccc23)C(=O)O)CC1	2	-10	0	-1.3	-3	-0.1	-6	-3	100	-5
CN(C)C(=O)CSc1nc(SCC(=O)N(C)C)n(-c2ccccc2)n1	-5	-2	-1	-1.0	4	0.1	8	1	96	.
CC(=O)Oc1ccc(N2C(=O)C3C4C=CC(O4)C3C2=O)cc1 (centres undefined)	-1	-8	0	-0.6	12	0.9	0	0	97	.
Cc1cc(NC(=O)CS(=O)(=O)c2cn(Cc3ccc(F)cc3)c3ccccc23)no1	2	-5	-3	4.0	-24	0.2	10	.	86	-4
Oc1ccc(Br)cc1-c1cc(-c2ccc(Cl)cc2)n[nH]1	1	-3	1	-1.0	-31	0.1	2	1	96	-5
c1ccc2c(c1)CCCC2NC1=NCCC1 (centres undefined)	-2	12	0	-1.4	-1	-0.2	-2	5	90	-2
Cc1ccc2nc(SC(C(=O)c3ccccc3)c3ccccc3)nc(C)c2c1 (centres undefined)	2	1	-2	-1.0	-9	1.0	3	-20	96	-17
O=C(NCCc1ccccc1)C(=O)NCCC1CCCCN1S(=O)(=O)c1ccccc1 (centres undefined)	-2	0	-4	-2.0	-4	0.1	4	-4	101	-5
COc1cc(OC)cc(C(=O)NCC(=O)OCC(=O)c2cc(OC)ccc2OC)c1	-2	-4	2	-0.7	5	0.0	25	-4	94	-1
Cc1ccc(OCCn2cc(C(=S)N3CCCC3)c3ccccc32)cc1C	-6	7	-14	-1.1	-18	1.1	1	1	89	0
C[C@@](Cc1ccc(O)c(O)c1)(NN)C(=O)O	5	7	0	0.1	7	-0.1	7	8	100	-5
